From PubChem
Pol beta inh = DNA polymerase beta (human) inhibition. P06746. Pol beta primer extension/strand displacement, fluorescence kinetic. Potency, µM (highest dose often 114 µM), without a hit: top-dose activity change, negative = inhibition, hits mostly inhibitors. 1.3% of 340,000 active; further: potency means the concentration at half of the fitted maximal effect; on the % scale 0 is the no-effect control and ±100 the full control effect
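Human Pol beta at 10 nM; strand-displacement substrate 50 nM final. Compound exposure 15 min at room temperature before start, reaction 10 min at room temperature.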
ERG-DNA inh = inhibitors of human ERG Ets domain-DNA interaction; fluorescence polarization, His-ERG Ets domain / labelled DNA; Potency, µM (highest dose often 76.9 µM), for inactives: at the highest dose FP activity, negative = inhibition, hits mostly inhibitors; 0.028% of 370,000 active; AID 624246; active means well fitted inhibition curve with a large enough effect in the polarisation, with a control signal flat; inconclusive means small, poorly fitted or top-dose-only effect, or effect the other way, or a change in a side signal; inactive means no such curve, though single readings can be large or run the other way; the % refers to the polarisation;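 further: polarization taken with two DNA probes labelled with fluorescein and Texas red; potency means the concentration at half of the fitted maximal effect; % of control where 0% means no effect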
Target sequence (P11308 whole entry, looked up, the tested form may be a part): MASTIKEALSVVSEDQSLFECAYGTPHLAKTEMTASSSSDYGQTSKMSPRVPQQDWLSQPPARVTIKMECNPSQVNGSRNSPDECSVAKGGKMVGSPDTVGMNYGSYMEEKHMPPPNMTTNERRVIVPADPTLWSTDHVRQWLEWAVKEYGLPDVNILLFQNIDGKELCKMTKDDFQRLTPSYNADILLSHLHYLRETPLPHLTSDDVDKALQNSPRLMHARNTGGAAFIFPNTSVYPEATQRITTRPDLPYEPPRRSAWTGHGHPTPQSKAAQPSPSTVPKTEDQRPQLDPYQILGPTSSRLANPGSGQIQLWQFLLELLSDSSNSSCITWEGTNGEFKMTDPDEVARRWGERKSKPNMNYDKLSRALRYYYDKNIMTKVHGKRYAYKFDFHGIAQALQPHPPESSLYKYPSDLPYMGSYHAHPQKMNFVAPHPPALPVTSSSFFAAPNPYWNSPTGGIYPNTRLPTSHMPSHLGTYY
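His-tagged ERG Ets domain (1 uM in the protein solution; 300mM KCl, 50mM Tris-HCl, 1mM EDTA, 1mM DTT, pH 7.5) received compound, then a probe mix of 5 nM fluorescein-DNA and 100nM Texas-615-DNA. Fluorescence polarization was read for both dyes.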
APEX1 inh = blocks human APE1 abasic DNA cleavage; P27695; recombinant APE1, TAMRA/BHQ-2 abasic DNA cleavage fluorescence; Potency, µM (titrated, usually from 65.8 µM), inactives show top-dose activity change, negative = inhibition, most hits filed as inhibitors; 0.35% of 350,000 active;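 further: potency means the concentration at half of the fitted maximal effect; plate controls were vehicle for no effect and reference inhibitor for full effect; nearly all actives have a fitted effect of over 55% in size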
Target sequence (P27695 whole entry, looked up): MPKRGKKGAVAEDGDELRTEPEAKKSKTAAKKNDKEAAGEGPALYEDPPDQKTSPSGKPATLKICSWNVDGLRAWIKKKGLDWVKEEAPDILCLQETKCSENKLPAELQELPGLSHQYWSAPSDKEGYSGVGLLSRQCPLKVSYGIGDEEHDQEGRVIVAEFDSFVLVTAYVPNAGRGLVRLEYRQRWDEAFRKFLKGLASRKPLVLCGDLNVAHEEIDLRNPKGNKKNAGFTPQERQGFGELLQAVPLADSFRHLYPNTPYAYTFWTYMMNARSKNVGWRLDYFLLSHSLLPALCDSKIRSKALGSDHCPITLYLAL
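Readout is kinetic fluorescence (ex 525, em 598 nm) from cleavage of 50 nM TAMRA/BHQ-2 THF abasic duplex by 0.75 nM APE1, compound added 15 min beforehand at RT.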
ALOX12 inh = inhibitors of human 12S-lipoxygenase ALOX12 | P18054 | purified 12hLO, xylenol orange hydroperoxide absorbance | Potency, µM (titrated, usually from 108 µM), for inactives: at the top dose activity change, negative = inhibition, hits mostly inhibitors | 1.1% of 580,000 active | AID 1671190; further: potency means the concentration at half of the fitted maximal effect; on the % scale 0 is the no-effect control and ±100 the full control effect
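Purified human 12hLO at 150 nM in 25 mM Hepes, 0.01% Triton X-100, pH 7.0, preincubated 15 min at room temperature with compound. Reaction started with 40 uM arachidonic acid, 30 min at room temperature. Hydroperoxide measured by Fe-xylenol orange, 573/405 nm absorbance ratio.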
Anesthetic bind = binds horse apoferritin like a general anesthetic. P02791. apoferritin/1-aminoanthracene competitive binding, fluorescence. Potency, µM (top dose mostly 77.5 µM), for the others: top-dose activity change, negative = displacement, hits mostly inhibitors. 0.074% of 350,000 active. AID 485281; further: potency means the concentration at half of the fitted maximal effect; on the % scale 0 is the no-effect control and ±100 the full control effect; nearly all actives have a fitted effect of over 20% in size
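Read-out: endpoint 1-AMA fluorescence, excitation 380 nm and emission 535 nm, after compounds sit 10 min at room temperature with 10 uM horse-spleen apoferritin in 50% saturated 1-AMA/PBS. Values come from four-parameter Hill fits.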
RGS4 inhibitor = human RGS4 inhibition. P49798. Transcreener GDP fluorescence polarization, RGS4-accelerated GTP hydrolysis. Potency, µM (doses to about 114 µM), without a hit: top-dose activity change, negative = inhibition, usual class: inhibitors. 0.039% of 390,000 active. AID 504845; further: potency means the concentration at half of the fitted maximal effect; on the % scale 0 is the no-effect control and ±100 the full control effect; nearly all actives have a fitted effect of over 75% in size; some results filed as inactive show a strong effect at the top dose
Target sequence (P49798 whole entry, looked up): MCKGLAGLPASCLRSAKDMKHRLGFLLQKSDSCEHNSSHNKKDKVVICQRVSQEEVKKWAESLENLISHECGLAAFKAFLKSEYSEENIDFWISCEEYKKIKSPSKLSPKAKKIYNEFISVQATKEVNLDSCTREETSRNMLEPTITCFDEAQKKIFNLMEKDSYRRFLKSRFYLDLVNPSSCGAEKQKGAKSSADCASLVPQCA
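MLSMR compounds (23 nl, pin-transferred) preincubated 10 min at room temperature with a 500nM (2x) first reagent, then RGS4 at 900nM (2x) plus Transcreener GDP mix added; fluorescence polarization (620/688 nm) read before and after 90 min at 30 °C.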
Pol eta inh = blocks human DNA polymerase eta activity. Q9Y253. recombinant Pol eta, fluorescent DNA replication assay. Potency, µM (doses to about 114 µM), for inactives: at the highest dose activity change, negative = inhibition, usual class: inhibitors. 1.2% of 390,000 active; further: potency means the concentration at half of the fitted maximal effect; on the % scale 0 is the no-effect control and ±100 the full control effect
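Fluorescent replication assay: 50 nM final substrate added after a 15 min room-temperature compound preincubation with 10 nM enzyme. Signal taken at 0 min and again at 10 min.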
Pol kappa inh = inhibitors of human DNA polymerase kappa | Q9UBT6 | AID 588579 | 0.53% of 400,000 active | Potency, µM (top dose mostly 107 µM), without a hit: at the top dose activity, negative = inhibition, most hits filed as inhibitors | purified Pol kappa, fluorescent DNA synthesis assay, 10 min; further: potency means the concentration at half of the fitted maximal effect; on the % scale 0 is the no-effect control and ±100 the full control effect
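Pol kappa 10 nM + cpd, 15 min RT; start w/ substrate 50 nM final; fluorescence kinetic read, 0 and 10 min. Neg ctrl: buffer, no enzyme.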
LDHA inh = inhibitors of human lactate dehydrogenase A; P00338; 0.15% of 480,000 active; purified LDHA, NADH/diaphorase-resazurin fluorescence; active compounds read low; activity change, % (values are at about 110 or 230 µM); AID 1347041; in the data active means activity change below about -30%; inconclusive means mostly about -25% to -30%;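 further: plate controls were DMSO wells for no effect and wells without enzyme for full effect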
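LDH5 2 nM; NADH 0.06 mM, pyruvate 0.2 mM; 200 mM Tris pH 7.4, EDTA, Tween-20; 5 min RT. Detection: diaphorase 0.133 mg/mL + resazurin 37 µM, fluorescence ex540/em590 at 0 and 20 min; normalized to enzyme-free and DMSO wells.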
* = called active by the depositor; ? = inconclusive; . = not tested or not shown; & = joins results of further samples; [ ] = another dose, or the depositor's remark. Unless noted, the call rests on the fitted dose curve; in most records, active means well fitted curve in the direction sought with a large enough effect; inconclusive means small, poorly fitted or top-dose-only effect, or another doubt; inactive means no such curve, though single readings can be large; an effect the other way counts as inactive or inconclusive. The list is partial. The share of hits here may be higher or lower than overall.

Molecule,ALOX12 inh,Pol kappa inh,Pol beta inh,Pol eta inh,APEX1 inh,Anesthetic bind,RGS4 inhibitor,ERG-DNA inh,LDHA inh
CN(C)c1ccc(NC(=S)c2ccccn2)cc1,?,-14%,21%,-21%,2%,1%,-36%,1%,-5
CSc1nccc(-c2c(-c3ccc(Cl)cc3)noc2C)n1,?,-12%,?,-15%,-2%,6%,21%,-4%,-9
CCn1c(SCC(=O)NNC(=O)c2ccccc2)nnc1-c1ccco1,8%,0%,-9%,-7%,7%,-1%,1%,-21%,-10
CCOC(=O)c1ccc(NC(=O)c2nc[nH]c2C(=O)N2CCc3ccccc3C2)cc1,5%,0%,0%,-15%,-7%,-2%,-6%,-1%,0
COc1ccc(N=Nc2ccc(O)c(P(=O)(c3ccccc3)c3ccccc3)c2)cc1,0%,4%,16%,-26%,9%,-14%,2%[11.4 µM],-10%,-2
O=C1CC(c2cccc(Cl)c2)CC(O)=C1C=Nc1ccccc1 (centres undefined),-19%,-2%,3%,-15%,-7%,6%,-11%,-3%,1
COc1ccc(CN2CCNC(=O)C2CC(=O)NC2CC(C)(C)CC(C)(C)C2)cc1OC (centres undefined),0%,-7%,2%,-19%,17%,?,-29%,-3%,3
Cc1ccc(C(=C2C3C=CC2C2C(=O)NC(=O)C32)c2ccc(C)cc2)cc1 (centres undefined),.,-8%,-24%,-15%,3%,?,-26%,?,-7
Cc1cccc(C(=O)N2CCNC(=O)C2CC(=O)Nc2ccc(F)cc2)c1 (centres undefined),-16%,9%,-2%,-12%,.,-4%,-7%,-6%,-7
Cn1cc(S(=O)(=O)NCc2ccc(Cl)cc2)c(=O)n(C)c1=O,?,8%,-1%,-13%,1%,-16%,-8%,-3%,-5
O=C(c1cnccn1)N(c1ccccc1)C1(C(=O)NC2CCCCC2)CCCCC1,0%,4%,-2%,-7%,-4%,-15%,9%,-3%,-8
O=c1[nH][nH]c(-c2ccccc2O)c1C(C[N+](=O)[O-])c1cccc(Cl)c1 (centres undefined),0%,1%,-20%,-19%,-2%,5%,-20%,0%,0
CCC(Sc1nc2ccccc2[nH]1)C(=O)Nc1ccc(NC(C)=O)cc1 (centres undefined),-6%,-7%,-17%,-15%,-1%,-6%,8%,13%,-7
CCOc1ccc(C2c3c(oc4ccc(C)cc4c3=O)C(=O)N2CCCN2CCOCC2)cc1 (centres undefined),-3%,-10%[60.1 µM],?,-22%,.,-7%,12%,-5%,3
CCO[C@H]1OC(C(=O)NCc2ccccc2)=C[C@@H](C(C)(C)C)[C@@H]1CCCO,-9%,3%,.,-8%,.,.,-2%,-4%,-1
CNC(=O)NC(=O)C(C)Oc1ccccc1F (centres undefined),-15%,-2%,2%,-6%,?,1%,-15%,1%,-6
COCCCn1c(SCc2nnc(-c3ccc(OC)c(OC)c3)o2)nc2ccccc2c1=O,-1%,-11%,-20%,-11%,6%,-9%,-9%,.,2
C/C=C1\C(=O)CC2C3CCC4=CC(=O)CC[C@]4(C)C3CC[C@]12C (some centres undefined),10%,2%[60.1 µM],0%[57.1 µM],-3%[57.1 µM],1%&1%,?,.,.,.
COc1cccc(NC2c3ccccc3C(=O)N2Cc2ccccc2Cl)c1 (centres undefined),0%,-20%,-1%,-16%,-10%,3%,14%,8%,-1
Cc1oc2c(O)c(O)ccc2c(=O)c1-c1ccc(Cl)cc1,5.6µM*,?,-7%,-8%,6%,-9%,-23%,-1%,0
COc1cccc(CNC(=O)CCCCCn2c(=S)[nH]c3ccc(N4CCOCC4)cc3c2=O)c1,-10%,.,-19%,.,2%,3%,.,.,.
COc1ccc(CCn2c(C)cc(C(=O)COC(=O)c3cnccn3)c2C)cc1,?,-8%,1%,-23%,28%,?,5%,5%,-12
CCCNC(=O)C1CC(=O)N(c2ccc(OCc3ccc(Cl)cc3)cc2)C1 (centres undefined),3%,-3%,?,10%,4%,-17%,14%,-1%,-8
C=CCn1c(SCc2cc(=O)n3ccsc3n2)nc2cc(Cl)ccc2c1=O,-15%,-5%,-9%,1%,-8%,-5%,-19%,3%,-11
N#CC(=C1SC=CS1)c1nc(-c2ccccc2)cs1,2%,2%,-1%,-14%,1%,?,-49%,.,1
COc1ccc(C)cc1NC(=O)c1ccc(NC(=O)CC2SC(N3CCCC3)=NC2=O)cc1 (centres undefined),14%,-6%,0%,-13%,-3%,-18%,-5%,-1%,-1
CC(c1ccncn1)N(C)Cc1nc(-c2ccc(C(F)(F)F)cc2)no1 (centres undefined),0%,9%,9%,-13%,0%,-23%,-30%,11%,-2
CC(OC(=O)CNC(=O)c1ccco1)C(=O)N(C)c1ccccc1 (centres undefined),2%,-2%,3%,-19%,-2%,-6%,-29%[56.9 µM],8%,3
NC(=O)C1CCN(Cc2nnnn2Cc2ccco2)CC1,7%,-25%,-13%,11%,-1%,-7%,24%,0%,2
CCC(C)NC(=O)C1c2ccccc2Oc2ccccc21 (centres undefined),-10%,0%,-7%,-6%,-2%,6%,0%,3%,-7

A second format for 7 compounds above:
Value order: ALOX12 inh, Pol kappa inh, Pol beta inh, Pol eta inh, APEX1 inh, Anesthetic bind, RGS4 inhibitor, ERG-DNA inh, LDHA inh
CN(C)c1ccc(NC(=S)c2ccccn2)cc1
  ?, -14%, 21%, -21%, 2%, 1%, -36%, 1%, -5
CSc1nccc(-c2c(-c3ccc(Cl)cc3)noc2C)n1
  ?, -12%, ?, -15%, -2%, 6%, 21%, -4%, -9
CCn1c(SCC(=O)NNC(=O)c2ccccc2)nnc1-c1ccco1
  8%, 0%, -9%, -7%, 7%, -1%, 1%, -21%, -10
CCOC(=O)c1ccc(NC(=O)c2nc[nH]c2C(=O)N2CCc3ccccc3C2)cc1
  5%, 0%, 0%, -15%, -7%, -2%, -6%, -1%, 0
COc1ccc(N=Nc2ccc(O)c(P(=O)(c3ccccc3)c3ccccc3)c2)cc1
  0%, 4%, 16%, -26%, 9%, -14%, 2%[11.4 µM], -10%, -2
O=C1CC(c2cccc(Cl)c2)CC(O)=C1C=Nc1ccccc1 (centres undefined)
  -19%, -2%, 3%, -15%, -7%, 6%, -11%, -3%, 1
COc1ccc(CN2CCNC(=O)C2CC(=O)NC2CC(C)(C)CC(C)(C)C2)cc1OC (centres undefined)
  0%, -7%, 2%, -19%, 17%, ?, -29%, -3%, 3

Other compounds
Molecule,ALOX12 inh,Pol kappa inh,Pol beta inh,Pol eta inh,APEX1 inh,Anesthetic bind,RGS4 inhibitor,ERG-DNA inh,LDHA inh
CCOc1ccccc1C(=O)NCC(=O)N1CCC(C)CC1,163%[activator],-20%,.,0%,0%,.,14%,-4%,-10
c1ccc(-c2cn(-c3ccccc3)c3[n+]2CCS3)cc1,0%,-3%,20%,-1%,5%,-7%,-15%,1%,-15
Cc1ccsc1C(=O)Nc1ccccc1N1CCCC1,?,-13%,.,-14%,-3%,.,-13%,0%,0
COc1cc(/C(C)=N/NC(=O)CN2CCN(S(=O)(=O)c3ccc(C)cc3)CC2)ccc1O,24%,-6%,-1%,4%,-2%,-13%,0%,32%[activator],-1
CCN(CC)S(=O)(=O)c1ccc(-c2nnc(SCc3nnc(-c4ccccc4)o3)o2)cc1,-11%,-2%,38%,-1%,1%,-5%,-7%,.,-2
CC(C)(C)OC(=O)N1CCC(c2c(C(=O)N3CCN(c4cccc(Cl)c4)CC3)cnn2-c2cccc(Cl)c2)CC1,8%,2%,1%,-18%,.,0%,4%,0%,3
CCc1cc(=O)oc2cc(C)c(CN3CCCC(C)C3)c(O)c12 (centres undefined),?,10µM*,3.2µM*,35µM*,14µM*,-23%,?,3%,5
Brc1ccc(-c2nnc3sc(CNCc4ccc5c(c4)OCO5)cn23)cc1,14%,-3%,-11%,-1%,?,4%,10%,-1%,-2
COC(=O)CN1C(=O)[C@H]2[C@@H](C3CC3)N3C(=O)CN(CCO)C(=O)[C@@]3(Cc3ccccc3)[C@H]2C1=O,23%,16%,6%,-15%,-4%,-8%,2%,11%,2
Cn1c(=O)c([N+](=O)[O-])c(N2CCSCC2)c2ccccc21,0%,0%,1%,-8%,?,-15%,-37%,1%,-1
Cc1cc2n(n1)C(c1cn(-c3ccccc3)nc1C)Nc1c(C)cccc1-2 (centres undefined),-9%,-15%,28%,-2%,-7%,-2%,10%,3%,0
